AID inhibitor: activation induced cytidine deaminase inhibition | Q9GZX7 | AID deamination FRET fluorescence, UDG-coupled, 4 h | Potency, µM (top dose mostly 115 µM), inactives show top-dose activity change, negative = inhibition, most hits filed as inhibitors | 91,000 tested, 0.32% active; also: nearly all actives have a fitted effect of over 25% in size
Target sequence (Q9GZX7 whole entry, looked up): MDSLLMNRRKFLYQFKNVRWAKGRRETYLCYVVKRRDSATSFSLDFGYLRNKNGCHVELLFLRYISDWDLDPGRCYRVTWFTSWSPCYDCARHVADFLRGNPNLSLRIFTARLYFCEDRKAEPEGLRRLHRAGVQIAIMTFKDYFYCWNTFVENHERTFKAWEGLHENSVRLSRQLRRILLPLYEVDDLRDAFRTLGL
UDG counterscr: blocks uracil-DNA glycosylase in AID counter-screen | Potency, µM (series often up to 115 µM), for inactives: top-dose activity change, negative = inhibition, actives largely listed as inhibitors | FRET deamination/UDG coupled assay, UDG read, 4 h | 91,000 tested, 0.14% active | AID 1347430; also: nearly all actives have a fitted effect of over 65% in size
Numbers without * were called inactive; ? = inconclusive; & = joins results of further samples; [ ] = remark or other dose. Calls follow the shape of the dose curve; as a rule, active = well fitted curve in the direction sought with a large enough effect; inconclusive = small, poorly fitted or top-dose-only effect, or another doubt; inactive = no such curve, though single readings can be large; an effect the other way counts as inactive or inconclusive. % is scaled to controls: 0 for no effect and ±100 for the full control effect; potency is read from the fitted curve at half-maximal effect. An excerpt (hit frequency here may not be typical).

molecule,AID inhibitor,UDG counterscr
CC(C)n1nc(C(=O)Nc2nc(-c3ccc(Cl)s3)cs2)c2ccccc2c1=O,-2%,-5%
COc1ccc(/C=C(/C#N)c2ccc(C(F)(F)F)cn2)cc1O,-7%,-13%
COCCNc1oc(COc2ccc(OC)cc2)nc1C#N,0%,-5%
CCOC(=O)c1cccc(NC(=O)C(CC(C)C)N2Cc3ccccc3C2=O)c1 (centres undefined),7%,0%
Cc1c2cnn(CC(=O)O)c(=O)c2c(C)n1Cc1cccc(Cl)c1,6%,6%
CC/C(=N/N=C(/CC)c1ccccc1)c1ccccc1,2%,5%
Cc1ccc(-c2cc(C(F)(F)C(F)F)[nH]n2)cc1,4%,8%
CCCN(Cc1cc2ccc(C)cc2[nH]c1=O)S(=O)(=O)c1ccc(Cl)cc1,6%,-3%
COc1cc2c(cc1NC(=O)COc1ccc(Cl)cc1Br)oc1ccccc12,5%,-1%
O=C(c1cc2cc3ccc(Cl)cc3nc2o1)N1CCN(c2cccc(Cl)c2)CC1,-6%,-9%
O=C(CCc1cn(Cc2ccccc2F)c2ccccc12)NCc1ccc(Cl)cc1,-2%,6%
Cc1ccc(S(=O)(=O)N(CC(=O)Nc2ccc(Cl)cc2Cl)c2ccccc2C)cc1,-19%,-7%

The last four records of the section above come first, to join the parts:
molecule,AID inhibitor,UDG counterscr
COc1cc2c(cc1NC(=O)COc1ccc(Cl)cc1Br)oc1ccccc12,5%,-1%
O=C(c1cc2cc3ccc(Cl)cc3nc2o1)N1CCN(c2cccc(Cl)c2)CC1,-6%,-9%
O=C(CCc1cn(Cc2ccccc2F)c2ccccc12)NCc1ccc(Cl)cc1,-2%,6%
Cc1ccc(S(=O)(=O)N(CC(=O)Nc2ccc(Cl)cc2Cl)c2ccccc2C)cc1,-19%,-7%
CCN(C(=O)c1ccc(C(=O)OC)s1)C1CCCC1,5%,4%
Cc1ccc(Sc2c(C)nn(C(=O)C3CCCN3S(=O)(=O)c3ccc(F)cc3)c2C)cc1 (centres undefined),-6%,-1%
Cn1c(=O)c2c(nc(SCCN3CCOCC3)n2Cc2ccc(Cl)cc2)n(C)c1=O,-8%,4%
Cc1cccc2c1N(C(=O)c1cccc3ncccc13)CCC2,4%,6%
Cc1ccc(NC(=O)C2CCN(C(=O)c3sc4nc[nH]c(=O)c4c3C)CC2)cc1F,-16%,-4%
O=C(NC1CCCCCCC1)c1n[nH]c(=O)c2ccccc12,-3%,-8%
O=C1NC2(CCCC2)C(=O)N1Cc1ncc(-c2cccc(Cl)c2)o1,-3%,-4%
Cc1ccc(-n2c(SCC(=O)Nc3cccc(C)c3)nc3c(oc4ccccc43)c2=O)cc1,-7%,10%
Cc1ccc(C)c(NC(=O)CN2C(=O)c3cccnc3Oc3ccc(C)cc32)c1,0%,-2%
O=C(O)c1ccc(Br)cc1C(=O)O,7%,2%
Cc1cc(Br)ccc1NC(=O)C1CCN(S(=O)(=O)c2ccc(Br)s2)CC1,7%,-12%[57.5 µM]
O=C(Nc1ccc(C(F)(F)C(F)(F)C(F)(F)F)oc1=O)c1ccccc1,-2%,-1%
O=C(Nc1ccc(F)cc1)c1csc2c1CCCCC2,10%,0%
CCCCOc1ccccc1C1CC(=O)Nc2ccc3ccccc3c21 (centres undefined),?,-7%
CCn1ccc2cc(S(=O)(=O)N3CCCN(C(=O)NCC(=O)OC)CC3)ccc21,33%[activator],9%
CC(=O)Nc1ccc(NC(=O)C(C)OC(=O)c2ccc3c(c2)NC(=O)CS3)cc1 (centres undefined),6%,7%
CS(=O)Cc1cccc(C(=O)NCC2(c3ccccc3)CCCCC2)c1 (centres undefined),-6%,7%
Cc1cc(CN2CCN(c3ccc(F)cc3)CC2)cs1,-7%&3%,4%&2%
O=Cc1c(-c2cc(Cl)ccc2Cl)[nH]c2ccccc12,-1%,-2%
CCCCCCCC(=O)NCc1cccs1,-6%,-3%
CC(C)OCCCNC(=O)c1cc2c(-c3ccc(Cl)cc3)nn(C)c2s1,?,-12%[57.5 µM]
Cc1cccc(N2CCN(C(=O)c3cc4c(=O)n(C)c5ccccc5c4s3)CC2C)c1 (centres undefined),1%,-10%
CCCCc1ccc(-c2csc(/C(C#N)=C/c3ccc(-c4ccccc4)cc3)n2)cc1,-4%,-5%
O=C(NCCNC(=O)C1CC1)c1cc2ccccc2oc1=O,6%,8%
O=C(Nc1ccc2nc(SCc3ccc(I)cc3)sc2c1)c1ccc(Cl)cc1,-2%,-11%
COCC(C)NC(=O)CC1CCCC1 (centres undefined),4%,8%
O=C(NCc1cccc(Br)c1)c1ncoc1-c1cccs1,?,-17%
Cc1ccc(-c2nc(-c3ccc(C(C)(C)C)cc3)c(C)s2)cc1,-8%,-4%
COc1ccc(NC(=O)Nc2cccc(-c3noc(C)n3)c2)cc1,-1%,-11%
Cc1cccc(S(=O)(=O)c2cn(Cc3ccc(F)cc3)c3cc(N4CCOCC4)c(F)cc3c2=O)c1,-12%,-2%
CC1CCN(S(=O)(=O)c2ccc3c(c2)N(CC(=O)NCCc2ccccc2)C(=O)CO3)CC1,-15%,-4%[57.5 µM]
Fc1ccc(-n2ncc3c(NCCC4=CCCCC4)ncnc32)cc1,11%,5%
Cc1cc(=O)oc2cc(NC(=O)Cc3ccc(Cl)cc3Cl)ccc12,11%,0%
CC(=O)NC12CC3CC(C1)CC(C(=O)NCc1ccc(C(=O)N4CCCCC4)cc1)(C3)C2,4%,-2%
C=Cc1ccc(Cn2nc(-c3ccc(C)c(S(=O)(=O)N(CC)CC)c3)ccc2=O)cc1,?,-29%
COc1cc(OC)c(C2CC(=O)Nc3ccc4ccccc4c32)cc1OC (centres undefined),-21%,-4%
CCOc1ccc(-c2nc(CS(=O)Cc3ccccc3)cs2)cc1OC (centres undefined),-3%,0%
CCOc1ccc(N2CC(NC(=O)CC)CC2=O)cc1 (centres undefined),-7%,?
COC(=O)c1c(NC(=O)Cc2coc3ccc(C)cc23)sc2c1CCC2,14%,-2%
CCCCNC(=O)CCCCCn1c(=O)[nH]c2ccccc2c1=O,4%,-3%
CCCCN1C(=O)C(O)(CC(=O)c2ccc(C)cc2C)c2cc(Br)ccc21 (centres undefined),-3%,0%
CCC(=O)Oc1c(Sc2ccc(C)cc2)c(C)nn1-c1ccccc1,?,-6%
Cc1cccc(Cn2c(N3CCc4ccccc4C3)nc3c2c(=O)n(C)c(=O)n3C)c1,?,-12%
CN(C)c1ccc(-c2nc(-c3cccs3)c(-c3cccs3)[nH]2)cc1,44%[activator],-5%
CN1CCN(Cc2c(O)ccc3cc(-c4ccccc4)c(=O)oc23)CC1,0%,2%
O=C(CSc1nc2ccccc2nc1Cc1ccccc1F)Nc1cccc(C(F)(F)F)c1,-9%,-11%
CN(C)C(=O)C(Cl)c1ccccc1 (centres undefined),7%,2%
Cc1ccc(S(=O)(=O)c2cn(CC(=O)Nc3ccc4c(c3)OCO4)c3ccccc3c2=O)cc1,16%,9%
O=S(=O)(NCCS(=O)(=O)N1CCN(c2cccc(Cl)c2)CC1)c1ccc(F)cc1,15%,-4%
Cc1oc(-c2nc(C#N)c(N3CCCCC3)o2)cc1S(=O)(=O)N(C)c1ccccc1,-6%,-8%
COc1ccc(S(=O)(=O)c2c(Nc3cccc(C)c3C)sc(C(=O)c3ccccc3)c2N)cc1,?,-13%
Cc1cc(C)n(CCC(=O)Nc2ccc(Cl)cc2)n1,0%,4%
Cc1ccc(Cn2c(CN3CCC(C(=O)NCC(C)c4ccccc4)CC3)cc3ccccc32)cc1 (centres undefined),?,-23%[57.5 µM]
CCOC(=O)c1noc2nc(C)nc(Nc3ccc(C(C)C)cc3)c12,-14%,4%
CC(=O)Nc1ccc(NS(=O)(=O)c2cc3c4c(c2)CC(=O)N4CCC3)cc1,9%,?
CC(=O)N1CCCc2cc(S(=O)(=O)N(C)CC(=O)Nc3ccc(F)cc3Cl)ccc21,-1%,-14%
O=C(CSC1=Nc2ccccc2N=C(c2ccc(F)cc2)C1)Nc1cc(F)ccc1F,7%,-9%
CC(C)c1ccc(C(CC(=O)c2ccc(Cl)cc2)S(=O)(=O)c2ccccc2)cc1 (centres undefined),-3%,4%
O=C(NCc1ccc(Cl)cc1)C(=O)NCC(c1cccs1)S(=O)(=O)c1ccc(Cl)cc1 (centres undefined),6%,0%
CCOCCCNC(=O)c1[nH]c2cc(OC)ccc2c1Sc1ccccc1,42%[activator],-2%

Continued.
molecule,AID inhibitor,UDG counterscr
CC(C)(Oc1ccc(Cl)cc1)C(=O)Nc1ccc(-c2nc3ncccc3o2)cc1,15%,0%
O=C(NC1(C(F)(F)F)C(=O)Nc2c1c(=O)[nH]c(=O)n2Cc1ccccc1)C1CCCCC1 (centres undefined),5%,4%
CCN1C(=O)S/C(=C/c2cn(CC(=O)OC)c3ccccc23)C1=O,-11%,-17%
Cc1cc2cc(CNC(=S)Nc3ccc(Br)cc3)ccc2[nH]1,14%,-6%
CC(OC(=O)c1ccc(C(=O)OC(C)C(N)=O)cc1)C(N)=O (centres undefined),-13%,-3%
Cc1nc2nc(CNC(=O)OC(C)(C)C)nn2c(C)c1CCC(=O)NCc1ccccc1Cl,-8%,-4%[57.5 µM]
COc1ccc(NC(=O)N2CCN(Cc3nc(-c4cccc(C(F)(F)F)c4)no3)CC2)cc1,-13%,-8%
COc1ccc(CNC(=O)c2ccc(NC(=O)N3CCSc4ncccc43)cc2)cc1,6%,-22%
O=S(=O)(c1ccc2[nH]c3c(c2c1)CCCCC3)N1CCN(c2cccc(Cl)c2)CC1,?,-23%[57.5 µM]
CCOc1cc(/C=N/O)ccc1OCc1ccc(Cl)cc1,-8%,-10%
NS(=O)(=O)c1ccc(NC(=O)CN2C(=O)COc3ccc(Cl)cc32)cc1,-17%[57.5 µM],-16%[57.5 µM]
CCN1C(=O)COc2ccc(NC(=O)c3cc(=O)c4cc(C)cc(C)c4o3)cc21,8%,3%
COc1ccc(OC)c(NC(=O)CCc2c(C)nn(-c3ccc(N4CCCC4)nn3)c2C)c1,85%[activator],-2%[57.5 µM]
CCOc1ccccc1Oc1nc(C)nc2c1oc1ccccc12,?,-7%
Nc1nc2nc(-c3ccc(Cl)cc3)cc(C(F)(F)F)n2n1,-20%,-4%
Cn1c(CN2CCCCC2)nc2cc(NC(=O)c3ccccc3Cl)ccc21,63%[activator],-12%
Cc1ccc(OCC(=O)Nc2ccc(-c3nc4ccccc4o3)cc2)c(C)c1,14%,73%[activator]
COc1ccc(-c2nc(CSCC(=O)Nc3ccc(C#N)cc3)co2)cc1,-10%,3%
O=C(Nc1nnc(SCc2cc(=O)c3ccccc3[nH]2)s1)c1ccccc1,4%,?
COc1ccc(Cl)cc1-n1nnc(-c2nc(-c3ccc4c(c3)OCO4)no2)c1C,6%,-1%
Cn1c(N)c(C(=O)c2cc(-c3ccccc3)nc3ccccc23)c(=O)n(C)c1=O,2%,0%
CNC(=O)c1ccc2c(c1)NC(=O)CS2,4%,2%
CNC(=O)c1cnc2sc(N3CCCCCC3)nn2c1=O,-4%,-1%
CCC(Sc1nc2nccnc2c(=O)n1Cc1ccccc1Cl)C(=O)NC1CCCCC1 (centres undefined),-21%,5%
O=C(NCc1cccc(Cl)c1)c1ccc2c(c1)nc1n2CCOC1,8%,0%
O=C(Cn1nnc(-c2ccccc2)n1)c1c[nH]c2ccccc12,-1%,-7%
CCN(CC)CCOC(=O)c1ccc(Nc2c3c(nc4ccccc24)CCC3)cc1,?,-13%
CCN(Cc1ccccc1)C(=O)Cn1c(=O)n(Cc2ccccc2)c(=O)c2c1c1cc(OC)ccc1n2C,38%[activator],?
c1ccc(-c2noc(CSc3nnnn3C3CC3)n2)cc1,9%,-11%
CSc1ccc(/C=C/c2nc3ccccc3n2S(=O)(=O)c2cccc(Cl)c2)cc1,5%,-3%
CCOc1ccccc1NC(=O)C(=O)c1cc(C)n(-c2cccc(C)c2C)c1C,?,?
Cc1ccccc1CNC(=O)Cn1cnc(NC(=O)c2ccccc2)n1,5%,-1%
O=S(=O)(Nc1cc(F)ccc1F)c1ccc2[nH]c3c(c2c1)CCCC3,36%[activator],-11%[57.5 µM]
Cc1ccc(CNC(=O)N2CCC(CN3CCC(C)CC3)CC2)cc1,?,-6%
Clc1cc(CSc2nc3ccccc3o2)cc2c1OCCCO2,-11%,2%
CC(NC(=O)c1cccs1)C(=O)N(CC#N)C1CC1 (centres undefined),-2%,-3%
CC1(C)Cc2cccc(OCC(=O)OCc3cc(=O)oc4ccc5ccccc5c34)c2O1,-4%,-7%
Cn1c(=O)n(C)c2cc(CNCc3ccccc3)ccc21,11%,7%
Cn1c(C(=O)N(Cc2ccccc2)Cc2ccccc2)cc2c(=O)n3ccccc3nc21,?,-9%
CCC(=O)c1ccc2c(c1)N(CCCN(C)C)c1ccccc1S2,?,-8%
Cc1ccc2c(c1)-c1onc(C(=O)N3CCN(c4cc(Cl)ccc4C)CC3)c1CO2,?,6%
C/C(=N\OC(=O)c1ccccc1Br)c1ccc(C)cc1,-3%,2%
CSc1cccc(NS(=O)(=O)c2ccc3[nH]cc(C(=O)N4CCCCCC4)c(=O)c3c2)c1,1%,-15%[57.5 µM]

Source: PubChem BioAssay (National Center for Advancing Translational Sciences (NCATS))
